MT1-MMP txn act: MT1-MMP promoter transcription activation; HT1080 MT1-MMP promoter luciferase reporter, luminescence, overnight; active compounds read high; activation factor at 10 µM; 86,000 compounds, 0.16% hits; AID 750;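 active = activation factor of at least 2 for MT1-MMP transcription at 10 µM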
The depositor's hits bear a star. Some of the compounds tested (hit frequency here may not be typical).

item | SMILES | MT1-MMP txn act
1 | CCN(CC)CCOC(=O)C(c1ccccc1)c1ccccc1 | 1.1
2 | C[C@]12CC[C@H]3C(=CCc4cc(O)ccc43)[C@@H]1CCC2=O | 1.5
3 | O=C1CCc2cc(OCCCCc3nnnn3C3CCCCC3)ccc2N1 | 1
4 | CC(=O)O[C@@]12CO[C@@H]1C[C@H](O)[C@@]1(C)C(=O)[C@H](O)C3=C(C)[C@@H](OC(=O)[C@H](O)[C@@H](NC(=O)OC(C)(C)C)c4ccccc4)C[C@](O)([C@@H](OC(=O)c4ccccc4)[C@H]21)C3(C)C | 0.6
5 | OCC(O)CN1CCN(c2ccccc2)CC1 (stereo unspecified) | 1.1
6 | CN1CCC(=C2c3ccccc3CC(=O)c3sccc32)CC1 | 1
7 | O=C(O)CCCCCCCC(=O)O | 1.2
8 | O=C(c1ccccc1)c1ccc2n1CCC2C(=O)O (stereo unspecified) | 1.2
9 | CN(C)CCOC(=O)C(c1ccccc1)C1(O)CCCC1 (stereo unspecified) | 1.2
10 | CCCN(CCC)C(=O)C(CCC(=O)O)NC(=O)c1ccccc1 (stereo unspecified) | 1
11 | OCCOCCN1CCN(C(c2ccccc2)c2ccc(Cl)cc2)CC1 (stereo unspecified) | 1
12 | CN1CCN(c2c(F)cc3c(=O)c(C(=O)O)cn4c3c2SCC4)CC1 | 1.1

Records 1 through 2, reprinted for reference:
item | SMILES | MT1-MMP txn act
1 | CCN(CC)CCOC(=O)C(c1ccccc1)c1ccccc1 | 1.1
2 | C[C@]12CC[C@H]3C(=CCc4cc(O)ccc43)[C@@H]1CCC2=O | 1.5

Individual results from above.
For MT1-MMP txn act, O=C(O)CCCCCCCC(=O)O is listed with 1.2
For MT1-MMP txn act, CCN(CC)CCOC(=O)C(c1ccccc1)c1ccccc1 is listed with 1.1
For MT1-MMP txn act, CCCN(CCC)C(=O)C(CCC(=O)O)NC(=O)c1ccccc1 (stereo unspecified) is listed with 1
For MT1-MMP txn act, OCCOCCN1CCN(C(c2ccccc2)c2ccc(Cl)cc2)CC1 (stereo unspecified) is listed with 1
For MT1-MMP txn act, C[C@]12CC[C@H]3C(=CCc4cc(O)ccc43)[C@@H]1CCC2=O is listed with 1.5

Source: PubChem BioAssay
